Source: PubChem (several laboratories)
Rpn11 block – inhibitors of human proteasome Rpn11; O00487; human 26S proteasome, Ub4-pepOG fluorescence polarization; 20S core pre-blocked with epoxomicin; calls only at 20 µM; hit rate 0.59% among 360,000; AID 588493;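 active = inhibition at 20 µM, scaled to each plate's controls, above about 33%, limit read from the data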
MLLE-PAM2 inh – inhibitors of microRNA-mediated deadenylation, human PABP1 MLLE binding; P11940; GST-MLLE / FITC-PAM2 fluorescence polarization; inhibition, % at 20 µM; hit rate 0.36% among 360,000; AID 588489; in the data active = inhibition above about 35%, passing the limit was not always enough;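 also: plate controls were DMSO wells with GST-MLLE for no effect and wells lacking GST-MLLE protein for full effect; some results filed as inactive read as strong as hits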
E coli Lon inh – inhibits E. coli Lon protease. AID 602123. hit rate 0.42% among 360,000. inhibition, % at 7.94 µM. P0A9M0. purified E. coli Lon protease, fluorescence polarization; in the data active = inhibition above about 13%, passing the limit was not always enough;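 also: 0% = enzyme with probe and DMSO and 100% = no enzyme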
MT1-MMP act inh – blocks activation of human MT1-MMP. P50281. HT1080 RFP-PRO-GFP cells, GFP/RFP ratio fluorescence, overnight; percent of plate control window, DMSO zero. GFP/RFP ratio change, % at 20 µM. hit rate 0.061% among 360,000;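 active = GFP/RFP ratio change of at least 30% with cell ATP level not reduced by more than half and red fluorescence within 50% of control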; also: strong numbers were not always called active
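Test system: HT1080 RFP-PRO-GFP cells; Benchmarks: DMSO and RFP-L50D-GFP cell wells; Timing: cells overnight before dosing, compound overnight, 37 °C, 5% CO2; Compound: one 20 µM compound dose with 1% DMSO; Read-out: GFP/RFP fluorescence ratio.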
FAS-TE inh – FAS thioesterase (human) inhibition | inhibition, % at 15 µM | hit rate 0.67% among 360,000 | recombinant FAS-TE, OMFH fluorogenic substrate, fluorescence endpoint;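 active = compounds whose normalised, plate-corrected inhibition of enzyme fluorescence in the single-dose primary screen is 50% or more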;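 also: 0% = DMSO with enzyme and 100% = substrate without enzyme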
Target sequence (P49327 whole entry, looked up): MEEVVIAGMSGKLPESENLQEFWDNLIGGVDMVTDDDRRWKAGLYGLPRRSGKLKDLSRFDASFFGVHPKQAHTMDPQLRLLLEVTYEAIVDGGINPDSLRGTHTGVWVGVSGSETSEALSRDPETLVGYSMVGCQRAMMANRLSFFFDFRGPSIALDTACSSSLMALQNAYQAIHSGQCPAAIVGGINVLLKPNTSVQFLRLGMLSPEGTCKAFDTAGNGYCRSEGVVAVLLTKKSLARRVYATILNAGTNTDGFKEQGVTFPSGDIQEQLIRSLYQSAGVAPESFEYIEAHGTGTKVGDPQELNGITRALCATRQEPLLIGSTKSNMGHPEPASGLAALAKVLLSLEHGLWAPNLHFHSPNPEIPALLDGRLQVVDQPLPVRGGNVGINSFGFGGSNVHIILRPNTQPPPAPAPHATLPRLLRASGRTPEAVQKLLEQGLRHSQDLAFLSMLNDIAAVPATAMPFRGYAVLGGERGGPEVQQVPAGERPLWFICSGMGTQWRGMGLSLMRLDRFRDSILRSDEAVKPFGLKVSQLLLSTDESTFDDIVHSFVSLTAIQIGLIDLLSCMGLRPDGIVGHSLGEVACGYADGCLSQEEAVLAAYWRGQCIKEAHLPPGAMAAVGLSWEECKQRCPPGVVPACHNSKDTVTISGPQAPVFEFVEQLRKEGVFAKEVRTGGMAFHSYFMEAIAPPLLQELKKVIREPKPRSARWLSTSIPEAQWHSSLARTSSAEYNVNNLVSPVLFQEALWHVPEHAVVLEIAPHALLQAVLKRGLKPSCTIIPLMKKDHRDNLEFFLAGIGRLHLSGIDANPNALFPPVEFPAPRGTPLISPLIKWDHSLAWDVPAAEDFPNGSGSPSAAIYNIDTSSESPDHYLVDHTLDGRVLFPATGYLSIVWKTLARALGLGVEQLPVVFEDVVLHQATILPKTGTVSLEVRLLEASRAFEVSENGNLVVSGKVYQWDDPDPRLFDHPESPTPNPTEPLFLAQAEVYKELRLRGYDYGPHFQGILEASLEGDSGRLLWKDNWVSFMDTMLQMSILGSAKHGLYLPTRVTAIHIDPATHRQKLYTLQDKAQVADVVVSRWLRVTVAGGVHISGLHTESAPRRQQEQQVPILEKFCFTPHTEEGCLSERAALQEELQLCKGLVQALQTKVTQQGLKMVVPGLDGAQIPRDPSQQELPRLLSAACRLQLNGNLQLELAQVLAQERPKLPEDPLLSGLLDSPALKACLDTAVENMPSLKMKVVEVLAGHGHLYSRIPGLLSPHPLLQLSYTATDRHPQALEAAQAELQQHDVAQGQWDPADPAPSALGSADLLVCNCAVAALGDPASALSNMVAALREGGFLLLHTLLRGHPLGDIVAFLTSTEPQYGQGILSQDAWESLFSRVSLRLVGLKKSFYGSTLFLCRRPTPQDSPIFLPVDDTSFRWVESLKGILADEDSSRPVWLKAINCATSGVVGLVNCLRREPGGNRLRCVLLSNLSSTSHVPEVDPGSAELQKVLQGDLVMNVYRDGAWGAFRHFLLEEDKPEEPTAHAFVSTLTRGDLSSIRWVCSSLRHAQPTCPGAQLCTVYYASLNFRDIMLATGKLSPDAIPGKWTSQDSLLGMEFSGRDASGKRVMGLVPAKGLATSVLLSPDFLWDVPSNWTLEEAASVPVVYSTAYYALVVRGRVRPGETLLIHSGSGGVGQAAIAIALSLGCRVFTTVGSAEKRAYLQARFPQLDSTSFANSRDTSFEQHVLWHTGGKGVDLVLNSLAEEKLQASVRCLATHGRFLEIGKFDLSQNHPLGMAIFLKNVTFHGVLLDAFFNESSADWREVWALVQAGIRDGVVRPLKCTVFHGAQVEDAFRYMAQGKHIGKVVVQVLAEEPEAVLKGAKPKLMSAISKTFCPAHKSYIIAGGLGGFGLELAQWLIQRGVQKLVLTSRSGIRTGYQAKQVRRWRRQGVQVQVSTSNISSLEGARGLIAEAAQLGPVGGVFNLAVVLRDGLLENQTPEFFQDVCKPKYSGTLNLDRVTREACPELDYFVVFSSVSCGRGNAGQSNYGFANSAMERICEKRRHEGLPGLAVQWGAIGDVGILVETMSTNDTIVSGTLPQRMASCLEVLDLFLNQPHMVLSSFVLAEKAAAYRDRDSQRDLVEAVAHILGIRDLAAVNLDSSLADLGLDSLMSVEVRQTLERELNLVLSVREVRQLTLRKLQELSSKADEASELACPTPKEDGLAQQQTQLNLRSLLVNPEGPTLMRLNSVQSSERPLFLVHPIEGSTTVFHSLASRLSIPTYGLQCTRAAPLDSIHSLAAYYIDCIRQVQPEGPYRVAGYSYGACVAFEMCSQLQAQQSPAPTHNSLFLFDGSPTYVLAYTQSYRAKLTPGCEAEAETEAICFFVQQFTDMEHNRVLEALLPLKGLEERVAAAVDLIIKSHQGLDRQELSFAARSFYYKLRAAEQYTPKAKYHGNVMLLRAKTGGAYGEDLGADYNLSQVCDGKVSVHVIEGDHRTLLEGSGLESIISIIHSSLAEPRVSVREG
MsrA inh – inhibitors of bovine MsrA; purified bovine MsrA, absorbance read-out; inhibition, % at 15.5 µM; hit rate 0.75% among 360,000; AID 651718; in the data active = inhibition above about 4.5%;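 also: 0% = vehicle wells with enzyme and 100% = reference inhibitor wells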
Rin1 Abl inh – inhibitors of human Rin1-Abl protein interaction | TR-FRET Rin1/Abl binding, biochemical | AID 588664 | P00519+Q13671 | hit rate 0.4% among 360,000 | inhibition, % at 7.35 µM; in the data active = inhibition above about 5%, passing the limit was not always enough
bovine MsrA act – activators of bovine methionine sulfoxide reductase A. purified bovine MsrA, absorbance read-out. activation, % at 10.6 µM. hit rate 0.3% among 360,000. AID 602163; in the data active = activation above about 7.5%;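 also: 0% = vehicle and 100% = reference activator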
CSN deneddyl inh – CSN deneddylation inhibition. Purified CSN, SCF-Nedd8-OG deneddylation, fluorescence polarization. Q92905. hit rate 0.38% among 360,000. inhibition, % at 12.5 µM;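 active = pattern-corrected inhibition above about 35%, with an unprinted fluorescence ratio check between 0.5 and 1.5, limit read from the data, passing the limit was not always enough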;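 also: 0% = enzyme with substrate and 100% = substrate without enzyme; some results filed as inactive read as strong as hits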
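Schedule: reaction 90 min, room temperature / Assay system: HEK293T-derived human Csn5 enzyme / Input: Csn5 at 0.24 nM final / Measure: inhibition of Csn5 cleavage, % / Control set: substrate-only high control, full reaction low control / Technique: fluorescence polarization of the substrate / Buffer or medium: Tris/NaCl/DTT buffer, pH 7.5 / Reagent: SCFSkp2-Nedd8OG substrate at 10 nM final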
Starred values were filed as active, the others as inactive; i = inactive; x = no result given; + = active, no number.

Values in the order: MLLE-PAM2 inh, FAS-TE inh, CSN deneddyl inh, MsrA inh, E coli Lon inh, MT1-MMP act inh, Rin1 Abl inh, Rpn11 block, bovine MsrA act
#1 COc1ccc(CNC(=O)c2cnn3c(C(F)F)cc(C)nc23)cc1OC
→ -9, -4, 5, 1.0, -5, 1, -1, i, -9
#2 CC1CCC(C(C)C)C(OCC(O)CN2CCCC(C)C2)C1 (centres undefined)
→ 4, -10, -5, 0.3, 3, 2, -1, i, -7
#3 C(=N\Nc1nc(Nc2ccccc2)nc(Nc2ccccc2)n1)/c1cccnc1
→ -8, 8, 1, 0.8, -4, 3, 3, i, 1
#4 CCN(CC)c1ccc(NC(=O)C2=CC=CN3CCS(=O)(=O)N=C23)cc1
→ -32, -6, 4, 3.2, -4, 3, -1, i, -5
#5 CC(C)c1ccc(NC(=O)CN(C)C2=NS(=O)(=O)c3ccccc32)cc1
→ 7, 2, 0, -0.6, -3, 2, 2, i, -3
#6 COc1ccc2c(c1)CCCC21NC(=O)N(CC(=O)NCc2cccs2)C1=O (centres undefined)
→ 9, -6, 5, 0.3, -2, -3, 0, i, -10
#7 COc1ccccc1NC(=O)c1cc(S(=O)(=O)N2CCOCC2)ccc1Cl
→ -10, -1, 0, 0.6, -1, -5, -2, i, -2
#8 CN(C)CCN1CCN(C(c2cc3ccccc3o2)c2nnnn2C(C)(C)C)CC1 (centres undefined)
→ x, -13, -1, -0.8, -7, 6, x, x, 0
#9 COc1ccc(CN(CC(=O)NCc2ccc(F)cc2)C(=O)c2ccco2)cc1
→ -3, 8, 3, 0.2, 2, 3, 2, i, -4
#10 CCn1c(=S)sc2c(=O)n(CC(=O)Nc3ccc(Cl)cc3)c(C)nc21
→ 11, 17, -6, -0.2, 11, 2, -6, i, -3
#11 COc1ccc(N2CCN(c3oc(COc4ccc(Cl)cc4)nc3C#N)CC2)cc1
→ -8, 24, 2, 2.0, -2, 4, -4, i, -5
#12 O=[N+]([O-])c1cc(C(F)(F)F)ccc1N1CCN(S(=O)(=O)c2ccc3c(c2)CCCC3)CC1
→ 0, 31, 5, -0.9, -6, 0, -2, i, -3
#13 CCCC1=NN2C(=N)/C(=C\c3ccc(SCc4ccco4)o3)C(=O)N=C2S1
→ -45, -11, 76*, x, -103, -66, 6, +, 1
#14 O=C(c1ccc(NS(=O)(=O)c2ccc3[nH]c(=O)[nH]c3c2)cc1)N1CCCCC1
→ 2, -2, -3, -0.7, 6, 3, 3, i, -9
#15 CCCCn1c(-c2ccco2)nc2oc3ccccc3c(=O)c2c1=O
→ 7, 1, 1, 0.3, -1, 3, 1, i, 0
#16 CCOC(=O)c1ccc(NC(=S)NCCCn2ccnc2)cc1
→ 27, -8, -6, 0.1, 5, 6, 4, i, -16
#17 O=C(c1ccc(F)cc1)C(CN1CCOCC1)c1ccccc1 (centres undefined)
→ -8, -1, -3, -0.6, 7, 12, 1, i, -10
#18 Cc1ccc(C)c(NC(=O)COC(=O)c2nc(Cl)ccc2Cl)c1
→ -15, 2, -5, -1.2, -8, 3, -3, i, -1
#19 Cc1cc(C)n2nc(C(=O)Nc3cccc(S(=O)(=O)N4CCCC4)c3)nc2n1
→ 6, 2, -2, 1.2, -4, 1, 1, i, -6
#20 Cn1cccc1Cc1nnc(SCC(=O)Nc2nccs2)n1CCc1ccccc1
→ -76, 7, 0, 0.4, 9, 0, -1, i, 0
#21 COc1ccc(CSc2nnnn2-c2ccc(O)cc2)cc1F
→ -5, -10, 0, 0.8, 0, -2, 2, i, -2
#22 COc1ccc(COc2cccc3ccc(C)nc23)cc1F
→ 16, 2, 2, -0.4, -9, 1, -2, i, -1
#23 Nn1c(Nc2ccc(Cl)cc2)nncc1=O
→ -8, -6, -3, 0.2, 4, -2, -4, i, 0
#24 O=C(Nc1ccc(F)cc1)c1c(Cl)nc2ccccn12
→ -20, -1, 4, 3.0, 5, -1, -1, i, -3
#25 C[C@@H]1CN([C@@H](C)CO)S(=O)(=O)c2ccc(Br)cc2O[C@H]1CN(C)C(=O)c1cccc(F)c1
→ -7, -5, 3, -0.7, 5, 0, -2, i, -7
#26 COc1cccc(C(=O)NCc2nnc(SCC(=O)Nc3nccs3)n2-c2cccc(C)c2)c1
→ 4, -4, 2, 0.5, -5, 2, 1, i, -10
#27 CC(C)(C)OC(=O)NCCCC[C@@H](C(=O)NCCCCCCCCCCC(=O)N1CCN(C(=O)OC(C)(C)C)CC1)n1cc(CCO)nn1
→ -27, 5, -2, -1.8, 2, 8, 2, i, -2
#28 O=C(Cn1ncc2c([nH]c3ccccc32)c1=O)Nc1ccc(CN2CCCCC2)cc1
→ 9, -4, 7, x, -3, -6, 3, i, -5
#29 CCCC(=O)Nc1cc(=O)n(C)c(=O)n1C
→ -4, -5, 2, -0.2, 4, 1, -3, i, -2
#30 Cc1cc(N2CCN(Cc3cn(C)nc3-c3cccc(Cl)c3)CC2)cc(C)n1
→ 15, -1, 10, 1.4, 1, -10, 1, i, -1
#31 CCC(C)[C@H](NC(=O)NC1CCN(Cc2ccccc2)CC1)C(=O)OC (some centres undefined)
→ 2, -8, -2, -0.3, 3, 5, -1, i, 0
#32 COc1ccc(NC(=O)N2CCOCC2)cc1
→ -7, -8, 4, -0.2, 1, 7, 1, i, -7
#33 Cc1ccc(C(=O)NCc2ccc3c(c2)OCO3)c(Cl)c1
→ 2, -4, -2, 1.9, -1, -6, 2, i, -5
#34 C[C@@H]1CN([C@H](C)CO)C(=O)CCCn2nncc2CO[C@@H]1CN(C)S(=O)(=O)c1ccc(Oc2ccccc2)cc1
→ -9, -19, -4, -0.8, 2, -1, 0, i, -4
#35 CC1CCCN(CCC(=O)Nc2ccc3c(c2)CCC3)C1 (centres undefined)
→ -9, -7, 4, -0.9, -5, -2, 0, i, -2
#36 CSc1ccccc1-c1nnc(-c2ccc(C)cc2)o1
→ -10, 17, -3, 1.9, 1, 1, -5, i, -11
#37 OCC[C@@H]1C[C@@H](O)[C@H](O)[C@@]2(Cc3ccccc3O2)O1
→ 3, -3, -1, -1.4, -8, 2, 0, i, -1
#38 CS/C(=C\[N+](=O)[O-])Nc1ccc(F)cc1
→ 8, -5, -2, 4.0, 3, 1, 0, i, -1
#39 CCCCCCCCN1C(=O)[C@H](CC(=O)NCC2CCCCC2)C[C@@]2(C(=O)OCC)CCCC=C12
→ x, 12, -6, -0.5, -8, -14, x, x, 0
#40 O=C(c1cc(COc2ccc(F)cc2F)on1)N1CC[C@@H]2CCCC[C@H]2C1
→ 4, 36, 1, -0.6, 5, 1, 2, i, -2
#41 O=C(Nc1ccc(S(=O)(=O)O)cc1)c1ccc2c(c1)S(=O)(=O)c1ccccc1C2=O
→ -7, -10, 0, 0.8, 4, 2, 0, i, -3
#42 C=C1C(=O)O[C@@]23[C@H]1CC[C@@H](C)[C@@H]2CC[C@@]1(C)O[C@@H]31
→ 10, -10, -3, x, -11, -4, -1, i, 0
#43 COc1cc(NC(=O)C2CCCN(S(=O)(=O)c3cccc4nsnc34)C2)cc(OC)c1 (centres undefined)
→ -10, 8, 6, 1.4, -3, -28, 2, i, -3
#44 CCOC(=O)CSc1nnc(COc2ccc3ccccc3c2)o1
→ -2, 15, -5, 0.6, 1, -2, -1, i, -3
#45 O=C(c1ccc(Cn2c(=S)[nH]c3ccc(Br)cc3c2=O)cc1)N1CCN(C2CCCCC2)CC1
→ -69, 19, -5, -0.2, -1, -2, 3, i, 0
#46 O=C1NC(=O)N(Cc2ccccc2F)C1=O
→ 6, -4, -4, 1.1, -12, 0, 1, i, -2
#47 O=C(CN1CCN(S(=O)(=O)c2ccc(F)cc2)CC1)Nc1ccccc1F
→ 4, -5, -2, 0.0, -11, -2, 3, i, -1
#48 Cc1nnsc1C(=O)N/N=C/c1cccc(C(F)(F)F)c1
→ -1, -3, -6, -1.2, 2, 0, -5, i, -3
#49 C(=C\c1ccc2nncn2c1)/c1ccccc1
→ -57, -20, 13, 0.1, -27, -4, -4, x, -1
#50 Oc1c(Cl)cc(Cl)cc1C1=NNC(c2ccc(Cl)cc2)C1 (centres undefined)
→ 0, 15, 2, x, -4, -5, 3, i, -2
#51 CN(C)c1ccc(/C=C2\CCC/C(=C\c3ccccc3)C2=O)cc1
→ 3, -138, 73*, 1.1, -183, -51, -1, x, -4
#52 CC(C)Nc1nc(SCC(N)=O)nc(N2CCOCC2)n1
→ 8, -7, 6, 1.0, -8, -3, -3, i, -5
#53 Clc1ccc2c(NCc3ccccc3)ccnc2c1
→ 0, -1, -1, 1.6, 2, -1, 1, i, -1

Among those listed so far, ten have an aryl methoxy group:
Values in the order: MLLE-PAM2 inh, FAS-TE inh, CSN deneddyl inh, MsrA inh, E coli Lon inh, MT1-MMP act inh, Rin1 Abl inh, Rpn11 block, bovine MsrA act
#1 COc1ccc(CNC(=O)c2cnn3c(C(F)F)cc(C)nc23)cc1OC
→ -9, -4, 5, 1.0, -5, 1, -1, i, -9
#6 COc1ccc2c(c1)CCCC21NC(=O)N(CC(=O)NCc2cccs2)C1=O (centres undefined)
→ 9, -6, 5, 0.3, -2, -3, 0, i, -10
#7 COc1ccccc1NC(=O)c1cc(S(=O)(=O)N2CCOCC2)ccc1Cl
→ -10, -1, 0, 0.6, -1, -5, -2, i, -2
#9 COc1ccc(CN(CC(=O)NCc2ccc(F)cc2)C(=O)c2ccco2)cc1
→ -3, 8, 3, 0.2, 2, 3, 2, i, -4
#11 COc1ccc(N2CCN(c3oc(COc4ccc(Cl)cc4)nc3C#N)CC2)cc1
→ -8, 24, 2, 2.0, -2, 4, -4, i, -5
#21 COc1ccc(CSc2nnnn2-c2ccc(O)cc2)cc1F
→ -5, -10, 0, 0.8, 0, -2, 2, i, -2
#22 COc1ccc(COc2cccc3ccc(C)nc23)cc1F
→ 16, 2, 2, -0.4, -9, 1, -2, i, -1
#26 COc1cccc(C(=O)NCc2nnc(SCC(=O)Nc3nccs3)n2-c2cccc(C)c2)c1
→ 4, -4, 2, 0.5, -5, 2, 1, i, -10
#32 COc1ccc(NC(=O)N2CCOCC2)cc1
→ -7, -8, 4, -0.2, 1, 7, 1, i, -7
#43 COc1cc(NC(=O)C2CCCN(S(=O)(=O)c3cccc4nsnc34)C2)cc(OC)c1 (centres undefined)
→ -10, 8, 6, 1.4, -3, -28, 2, i, -3

Just MsrA inh, CSN deneddyl inh and Rpn11 block, for two of the compounds above:
entry	smiles	MsrA inh	CSN deneddyl inh	Rpn11 block
52	CC(C)Nc1nc(SCC(N)=O)nc(N2CCOCC2)n1	1.0	6	i
53	Clc1ccc2c(NCc3ccccc3)ccnc2c1	1.6	-1	i
